Growth percent in the NCI-60 one-dose screen (48 h, 10 µM unless noted): 100 = growth as untreated, 0 = no growth, -100 = all killed.
SR – SR leukemia cells | actives 8.7% (n = 73,000)
MOLT-4 – MOLT-4 leukemia cells | actives 6.9% (n = 80,000)
CCRF-CEM – CCRF-CEM leukemia; actives 7% (n = 77,000); AID 1794778
MCF7 – MCF7 breast cancer | actives 6.3% (n = 82,000)
MDA-MB-231 – MDA-MB-231 breast cancer | AID 1794789 | actives 5% (n = 81,000)
RPMI-8226 – RPMI-8226 leukemia cells; actives 7.5% (n = 77,000); AID 1794781
K-562 – K-562 leukemia. actives 7.4% (n = 78,000). AID 1794777
MDA-MB-468 – MDA-MB-468 breast cancer; actives 8.5% (n = 78,000)
Active calls of the source: *; . = no result given. Rule for the calls: active = growth percent below 10; inactive = the rest.

The line under a structure holds: SR	MOLT-4	CCRF-CEM	MCF7	MDA-MB-231	RPMI-8226	K-562	MDA-MB-468
Cc1nc2ncc(-c3nnc(SCc4ccccc4)o3)c(=O)n2[nH]1
  84	89	88	112	107	106	94	100
CCCc1ccccc1[N+](=O)[O-]
  87	89	97	92	102	98	95	97
O=C(O)C1CC1(Cl)Cl (configuration not stated)
  114	108	105	99	106	117	.	106
NC(N)=NC(N)=Nc1cc2ccccc2c2ccccc12
  -3.0*	9.6*	39	2.2*	16	-15*	5.9*	-14*
COC1OC(CO)C2OC(C)(C)OC12 (configuration not stated)
  95	96	82	96	110	100	95	108
C#CCOc1ccc(/C=N/Nc2nc(-c3cc4cc(I)ccc4oc3=O)cs2)cc1
  85	80	92	79	94	79	73	88
N#CC(NCc1cccc(CNC(C#N)c2ccccc2)c1)c1ccccc1 (configuration not stated)
  103	95	90	87	70	94	94	106
O=C(N/N=C/C=C/c1ccc([N+](=O)[O-])o1)c1cc2ccccc2cc1O
  .	4.9*	5.1*	-61*	-16*	-11*	4.5*	-65*
CCOC(=O)C1=C(C)Nc2nc3ccccc3n2C1c1ccccc1 (configuration not stated)
  69	98	94	88	96	97	76	86
Cc1nn(-c2ccc(Cl)cc2)c2ncnc(N/N=C/c3cccc(F)c3)c12
  74	74	55	80	76	65	80	70
CCCCC[C@H](O)C/C=C1/C(=O)C=C[C@@H]1C/C=C\CCCC(=O)O
  16	43	15	19	.	.	30	67
O=C(Nc1ccc(C2=NCCN2)cc1)c1cc(C(=O)Nc2ccc(C3=NCCN3)cc2)cc([N+](=O)[O-])c1
  88	86	93	87	109	78	87	104
C(/C=C/c1ccccc1)=C1c2ccccc2-c2ccccc21
  94	93	102	50	89	100	98	82
Cc1nc2ncnc(Cl)c2[nH]1
  98	95	88	91	103	82	97	105
CN(C)c1ncc(C#Cc2c(F)cccc2F)c2ccccc12
  84	81	96	28	80	68	.	-7.3*
O=C(Nc1nc2ccccc2s1)Nc1ccccc1C(=O)O
  101	99	98	82	85	101	98	99
N#Cc1cccc(-c2c(-c3ccc4ccccc4c3)oc3ccccc3c2=O)c1
  9.7*	31	28	20	56	46	12	3.2*
Clc1ccc(-c2cnnn2-c2nonc2-n2cccc2)cc1
  76	98	.	103	94	91	92	94
CCOc1ccc(C2N(c3cc(OC)c(OC)c(OC)c3)C(=O)C2(F)F)cc1 (configuration not stated)
  16	18	10	17	46	15	8.5*	35
Cc1ccc(NC(=O)C23C4C5C2C2C3C4C52CN2CCN(C)CC2)cc1Nc1nccc(-c2cccnc2)n1 (configuration not stated)
  86	95	119	92	107	102	54	94

12 of the compounds above, with bars between the fields:
compound | SR | MOLT-4 | CCRF-CEM | MCF7 | MDA-MB-231 | RPMI-8226 | K-562 | MDA-MB-468
CCOC(=O)C1=C(C)Nc2nc3ccccc3n2C1c1ccccc1 (configuration not stated) | 69 | 98 | 94 | 88 | 96 | 97 | 76 | 86
Cc1nn(-c2ccc(Cl)cc2)c2ncnc(N/N=C/c3cccc(F)c3)c12 | 74 | 74 | 55 | 80 | 76 | 65 | 80 | 70
CCCCC[C@H](O)C/C=C1/C(=O)C=C[C@@H]1C/C=C\CCCC(=O)O | 16 | 43 | 15 | 19 | . | . | 30 | 67
O=C(Nc1ccc(C2=NCCN2)cc1)c1cc(C(=O)Nc2ccc(C3=NCCN3)cc2)cc([N+](=O)[O-])c1 | 88 | 86 | 93 | 87 | 109 | 78 | 87 | 104
C(/C=C/c1ccccc1)=C1c2ccccc2-c2ccccc21 | 94 | 93 | 102 | 50 | 89 | 100 | 98 | 82
Cc1nc2ncnc(Cl)c2[nH]1 | 98 | 95 | 88 | 91 | 103 | 82 | 97 | 105
CN(C)c1ncc(C#Cc2c(F)cccc2F)c2ccccc12 | 84 | 81 | 96 | 28 | 80 | 68 | . | -7.3*
O=C(Nc1nc2ccccc2s1)Nc1ccccc1C(=O)O | 101 | 99 | 98 | 82 | 85 | 101 | 98 | 99
N#Cc1cccc(-c2c(-c3ccc4ccccc4c3)oc3ccccc3c2=O)c1 | 9.7* | 31 | 28 | 20 | 56 | 46 | 12 | 3.2*
Clc1ccc(-c2cnnn2-c2nonc2-n2cccc2)cc1 | 76 | 98 | . | 103 | 94 | 91 | 92 | 94
CCOc1ccc(C2N(c3cc(OC)c(OC)c(OC)c3)C(=O)C2(F)F)cc1 (configuration not stated) | 16 | 18 | 10 | 17 | 46 | 15 | 8.5* | 35
Cc1ccc(NC(=O)C23C4C5C2C2C3C4C52CN2CCN(C)CC2)cc1Nc1nccc(-c2cccnc2)n1 (configuration not stated) | 86 | 95 | 119 | 92 | 107 | 102 | 54 | 94

Next section.
The line under a structure holds: SR	MOLT-4	CCRF-CEM	MCF7	MDA-MB-231	RPMI-8226	K-562	MDA-MB-468
Fc1ccc2nc(-c3cc(-c4ccc5c(c4)OCO5)n[nH]3)[nH]c2c1
  10	.	.	59	68	10	15	47
COc1ccc(NC(=O)C2=C(C)Nc3ncnn3C2c2ccc(F)cc2)cc1 (configuration not stated)
  103	104	104	86	117	101	101	.
CC/C(=C/c1cc(OC)ccc1O)c1ccc2cc(OC)ccc2[o+]1
  18	53	39	17	66	79	20	46
COc1cc2cc(Oc3ccc(NC(=O)Nc4ccc(Cl)c(C(F)(F)F)c4)cc3)c(C)nc2cc1OC
  -32*	-28*	-18*	2.6*	-51*	-26*	-9.5*	-43*
C=CC(C)(O)CC (configuration not stated)
  .	131	95	94	100	91	108	97
CC(=O)C1=C(C)NC(SCC(=O)Nc2ccc(S(N)(=O)=O)cc2)=NC1c1ccc(Cl)cc1 (configuration not stated)
  86	98	97	90	102	93	97	79
FC(F)(F)c1cc(-c2nnc3n2N=C(Cl)CS3)cc(C(F)(F)F)c1
  .	-18*	21	94	112	96	83	84
Nc1cccc(NC(=O)C(=O)Nc2cccc(N)c2)c1
  115	98	98	100	104	88	95	117
N#CC1=C(N)Oc2c(ccc3ccccc23)C1c1ccc(Cl)cc1Cl (configuration not stated)
  95	95	107	79	88	100	101	114
CC(=O)CCC(CCC(C)=O)(CCC(C)=O)[N+](=O)[O-]
  89	94	97	95	120	100	96	98
CCOC(=O)C(C(C)=O)C(CC(C)=O)c1ccc(OC)cc1 (configuration not stated)
  101	101	108	95	107	104	90	104
COC(=O)CC[C@@H]1O[C@@H](c2ccccc2)[C@@H](O)[C@H]1O
  111	109	104	91	115	101	107	83
Cn1c(=O)[nH]c(Cl)c([N+](=O)[O-])c1=O
  93	103	105	94	138	.	100	106
Cc1ccc(CSCCC(=O)Nc2cc(C(=O)Nc3cc(C(=O)NCCCN(C)C)n(C)c3)n(C)c2)cc1
  79	103	103	89	111	98	98	97
Cn1ccn(CCCCCCn2ccn(C)c2=S)c1=S
  99	107	105	94	109	105	100	98
CCc1cccc(CC)c1NC(=O)OCCN(CC)CC
  98	106	100	109	102	104	103	93
CCCCC1COc2cccc3c(SCC(=O)n4ccc5ccccc54)cc[n+]1c23 (configuration not stated)
  88	100	96	91	89	.	87	107
COc1cc(C(=O)OC(C)CC(C)C)cc(OC)c1O (configuration not stated)
  107	100	92	94	93	93	.	96
CCN(CC)CC(O)c1ccc2ccccc2c1 (configuration not stated)
  103	100	96	96	117	99	104	97
COc1cc(C2CC(c3ccc(Oc4ccc(Br)cc4)cc3)=NN2c2nc(-c3ccc(Cl)cc3)c(C#N)c(N3CCOCC3)n2)cc(OC)c1OC (configuration not stated)
  85	103	114	88	99	106	89	101
COc1ccc(-c2nnc(COc3ccc(NC(=O)c4ccccc4)cc3F)o2)cc1
  79	80	81	89	93	67	84	.
O=C(Nc1cccc([N+](=O)[O-])c1)c1cc(=O)c2ccccc2[nH]1
  88	97	106	69	87	98	98	88
CC(=O)c1nc2ccccc2n1CCn1cnc2nc[nH]c2c1=O
  92	96	58	92	94	96	109	117
CC(C)(C)[C@@H](OCc1cn([C@H]2C[C@@H](O)[C@@H](CO)O2)c(=O)[nH]c1=O)c1ccc(C#Cc2ccccc2)cc1[N+](=O)[O-]
  77	81	77	54	96	51	48	85
O=[N+]([O-])c1ccc(S(=O)(=O)N/N=C\c2ccc(Cl)c(Cl)c2)cc1
  66	53	72	85	91	84	80	92
CN(C)c1ccc2nc3ccc(=[N+](C)C)c([N+](=O)[O-])c-3sc2c1
  .	16	13	7.9*	2.8*	22	24	0.9*
Nc1nc(O)cc(=O)[nH]1
  91	.	102	93	105	97	103	103
CCN(CC)/N=N/c1nc[nH]c1C(N)=O
  54	37	63	87	74	29	29	52
CCCCC(=O)OCC1OC(n2cnc3c(=S)nc[nH]c32)C(OC(=O)CCCC)C1OC(=O)CCCC (configuration not stated)
  25	15	28	20	36	.	.	67
O=S(=O)(c1ccccc1)N1CCCCCCC1
  .	74	97	95	102	95	102	104
CCOC(=O)C1=C(C)NC(C)=C(C(=O)OCC)C1c1ccccc1Cl
  79	90	84	89	87	57	78	.
COC(=O)c1nc(N)nc(C(=O)OC)c1C(=O)c1ccc(C)cc1
  97	96	99	94	107	103	102	103
Clc1ccc(C2=Nn3c(N/N=C/c4c[nH]c5ccccc45)nnc3SC2)cc1
  91	59	42	74	90	61	84	86
CCCCCCC(C)C(CC)(C(=O)OCC)C(=O)OCC (configuration not stated)
  97	96	92	98	110	97	97	98
Nc1ccccc1SC1CC(=O)N(c2cccc(Cl)c2)C1=O (configuration not stated)
  .	73	.	83	96	74	99	95
N/C(=N\c1sc(-c2ccccc2)nc1-c1ccccc1)c1ccccc1
  97	80	81	74	82	86	60	85
Clc1ccc(Cl)c(Cc2cc(Cl)ccc2Cl)c1
  89	71	71	92	98	94	79	78
N#Cc1c(-c2ccc(F)cc2)nc(N/N=C2\NC(=O)CS2)nc1N1CCOCC1
  92	94	93	100	102	102	96	96
CCCCCCC(C)OC(=O)Nc1cccc2ccccc12 (configuration not stated)
  93	96	99	108	102	93	97	90
CC(=O)Oc1ccccc1C(=O)N(Cc1ccc2c(Cl)cc(Cl)c(O)c2n1)c1ccccc1
  40	39	31	35	69	36	22	41
CC(=O)NCC(=O)c1ccc([N+](=O)[O-])cc1
  104	98	100	96	98	104	101	117
Nc1cc(-c2nc3sccn3c2-c2ccnc(NCCCNS(=O)(=O)c3ccc(F)cc3)n2)ccc1F
  .	34	21	37	63	23	27	42
O=C(OCCCCCOC(=O)c1ccccc1)c1ccccc1
  100	88	103	142	98	107	86	106
C/C(=N\Nc1nc(C)cs1)c1nnn(-c2ccc([N+](=O)[O-])cc2)c1C
  95	103	104	91	99	103	106	103
O=C(N/N=C/c1ccc(O)cc1O)c1cccnc1
  -6.2*	3.3*	5.8*	7.3*	62	45	27	6.6*
Cc1c(C(=N)C(C#N)C#N)c(=N)oc2c1ccc1ccccc12
  26	64	66	58	98	45	73	54
CN(CCCCN(C[C@H]1Cc2ncccc2CN1)[C@H]1CCCc2cccnc21)C1CCC(F)(F)CC1
  .	91	88	84	66	93	72	95
CCOC(=O)c1c(NC(=O)CSc2n[nH]c3nc4ccccc4n23)sc(CC)c1C
  -29*	80	121	92	90	107	117	69
Cc1ccc(-c2nc([P+](c3ccccc3)(c3ccccc3)c3ccccc3)c(Nc3ccccc3)o2)cc1
  -27*	-9.2*	0.3*	0.2*	-37*	-50*	0.7*	-42*
C#C[C@]1(O)CC[C@H]2[C@@H]3CC=C4c5sc(NCc6ccccc6)nc5CC[C@]4(C)[C@H]3CC[C@@]21C
  3.3*	-12*	6.5*	22	48	-25*	1.5*	45
Cc1ccc([N+](=O)[O-])c(C(=O)O)c1
  111	113	103	100	127	106	120	103
C/C(=N\NC(=O)c1ccc(S(N)(=O)=O)cc1)c1cc2cc(Br)ccc2o1
  95	61	99	79	81	115	85	88
CCOC(=O)C(C#N)c1nc(SCC(=O)Nc2nc3ccc(C)cc3s2)nc(-c2ccccc2)c1C#N (configuration not stated)
  81	94	108	97	93	105	102	104
COc1ccc(-c2c(-c3nc4ccccc4s3)c(N)nc3c(C(=O)Nc4ccc(Cl)cc4)c(Nc4ccccc4)nn23)cc1
  83	97	99	94	93	106	103	102
Cc1cccc(-n2c(CC#N)n[nH]c2=S)c1
  98	84	101	87	104	100	105	99
Brc1csc2ncccc12
  .	104	.	95	108	.	.	88
Cc1ccc(C2=Nc3ccc(Cl)cc3C3=NCN=NN23)cc1
  92	103	103	101	73	97	90	112
COc1cc(OC)c2oc(=O)c(-c3ccccc3)cc2c1
  77	33	102	96	101	102	74	105
O=c1[nH]c(N2CCC(Cc3ccccc3)CC2)nc2sc3c(c12)CCCC3
  109	100	92	98	106	107	110	104
O=C(N/N=C/C[C@@H]1[C@@H](COC2CCCCO2)[C@H](OC2CCCCO2)C[C@@H]1O)c1ccncc1 (some centres not stated)
  91	91	90	98	104	91	93	94

(list continues)
The line under a structure holds: SR	MOLT-4	CCRF-CEM	MCF7	MDA-MB-231	RPMI-8226	K-562	MDA-MB-468
COC(=O)c1ccc2[nH]c(O)c(C(=Nc3ccc(N(C)C(=O)CN4CCN(C)CC4)cc3)c3ccc(N)cc3)c2c1
  3.8*	52	60	41	88	84	14	62
Nc1cc(-c2ccc(Cl)cc2)nn1-c1nc(-c2ccccc2)cs1
  .	.	101	83	88	101	.	107
COc1ccc([C@H]2c3cc(OC)c(OC)cc3C=C(C=O)C2CO)cc1OC (some centres not stated)
  .	49	56	18	70	61	20	41
Cc1ccc(/C=C/C(=O)c2ccc(-n3cc(CN4CCN(c5cc6c(cc5F)c(=O)c(C(=O)O)cn6C5CC5)CC4)nn3)cc2)cc1
  63	86	84	59	75	44	86	77
Cc1cc(Br)ccc1-n1cc(C#N)c(N)c1C(=O)c1ccc(Br)cc1
  89	108	97	95	94	106	119	93
N=c1ccccn1CCO
  88	93	102	102	95	98	108	113
COc1ccc(C(=O)C[n+]2ccccc2C)cc1
  93	86	104	100	100	109	100	112
CC(C)NCC1CCc2cc(CO)c([N+](=O)[O-])cc2N1 (configuration not stated)
  128	97	103	92	106	107	117	.

Screens as filed in PubChem BioAssay.
